NCOA1 inh = inhibitors of human steroid receptor coactivator 1 (SRC1); AID 588354; inhibition, % at 3.6 µM; Q15788; HEK293 GAL4-SRC1 luciferase reporter, luminescence; actives 0.12% (n = 360,000);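 active means inhibition above the campaign mean plus 3 SD, with each screening campaign given its own cutoff, cut at about 60% in these data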;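 further: 0% = DMSO treated cells and 100% = gossypol at 36 µM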
LRH-1 inv ag = inverse agonists of human LRH-1 (NR5A2) | actives 0.13% (n = 360,000) | AID 602396 | HEK293T StAR-luciferase reporter, LRH-1 transfected, 24 h | inhibition, % at 3.6 µM;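 active means inhibition above the mean inhibition of all tested compounds plus 3 SD, cut at about 73% in these data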;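 further: 0% = DMSO wells and 100% = reporter-only cells lacking LRH-1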
Target sequence (O00482 whole entry, looked up): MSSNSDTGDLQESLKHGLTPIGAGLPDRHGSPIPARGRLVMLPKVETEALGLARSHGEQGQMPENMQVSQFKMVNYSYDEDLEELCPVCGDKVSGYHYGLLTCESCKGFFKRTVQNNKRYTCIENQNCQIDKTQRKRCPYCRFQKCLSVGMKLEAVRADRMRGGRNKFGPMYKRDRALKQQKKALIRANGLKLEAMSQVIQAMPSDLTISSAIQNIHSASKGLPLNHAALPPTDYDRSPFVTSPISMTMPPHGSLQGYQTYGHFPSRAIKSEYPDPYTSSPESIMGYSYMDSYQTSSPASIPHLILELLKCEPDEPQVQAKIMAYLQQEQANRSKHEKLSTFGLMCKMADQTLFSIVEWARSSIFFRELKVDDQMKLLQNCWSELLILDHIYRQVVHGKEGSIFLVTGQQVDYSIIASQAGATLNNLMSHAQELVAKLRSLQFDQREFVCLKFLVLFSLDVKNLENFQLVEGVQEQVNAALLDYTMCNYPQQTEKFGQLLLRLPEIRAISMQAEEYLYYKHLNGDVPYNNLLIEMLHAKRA
EBV LMP1 NFkB = reduces LMP1-driven NF-kappaB luciferase signal; actives 0.69% (n = 350,000); LMP1-induced NF-kappaB luciferase reporter cells, luminescence; inhibition, % at 12.5 µM; AID 504558; in the data active means inhibition above about 41%;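 further: 0% = neutral control wells and 100% = reference inhibitor control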
TROY NFkB inh = inhibitors of TROY-dependent NF-kB signaling; inhibition, % at 10 µM; AID 1347056; Q293 LMP1-TROYcd NF-kB luciferase reporter, 4 h; actives 0.98% (n = 360,000);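 active means compounds whose plate-normalised and pattern-corrected inhibition of the luciferase reporter signal at the single screening dose is 50% or more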
COUP-TFII inh = inhibitors of human COUP-TFII (NR2F2); P24468; HEK293T NGFI-A luciferase reporter, luminescence; inhibition, % at 8.6 µM; actives 0.7% (n = 370,000); AID 686940;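 active means inhibition above a per-plate cutoff, mean inhibition of test wells between control levels plus 3 SD, cut at about 38% in these data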;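 further: cells cotransfected with COUP-TFII expression vector driving the NGFI-A reporter; 0% = median of COUP-TF2 test wells and 100% = reporter-only cells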
NOD2-RIPK2 inh = NOD2-RIPK2 protein interaction inhibition | CHO BLA complementation NOD2-RIPK2, CCF4 ratio | inhibition, % at 4.98 µM | actives 0.38% (n = 360,000) | O43353; in the data active means inhibition above about 21%;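 further: 0% = vehicle only and 100% = reference blocker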
Target sequence (O43353 whole entry, looked up): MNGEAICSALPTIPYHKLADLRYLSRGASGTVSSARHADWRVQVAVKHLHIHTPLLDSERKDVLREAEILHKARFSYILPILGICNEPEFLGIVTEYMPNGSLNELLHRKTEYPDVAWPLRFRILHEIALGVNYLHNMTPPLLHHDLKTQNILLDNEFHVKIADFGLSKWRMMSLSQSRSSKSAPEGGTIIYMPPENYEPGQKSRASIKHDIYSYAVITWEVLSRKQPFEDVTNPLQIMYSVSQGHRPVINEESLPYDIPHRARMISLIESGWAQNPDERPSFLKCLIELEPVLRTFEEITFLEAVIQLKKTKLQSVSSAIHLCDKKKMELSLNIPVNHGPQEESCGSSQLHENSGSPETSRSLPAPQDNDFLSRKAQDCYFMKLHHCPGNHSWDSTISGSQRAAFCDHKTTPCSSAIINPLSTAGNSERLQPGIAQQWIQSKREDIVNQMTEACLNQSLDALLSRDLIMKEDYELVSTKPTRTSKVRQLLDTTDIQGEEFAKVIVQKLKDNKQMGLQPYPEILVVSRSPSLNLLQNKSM
TLR9-MyD88 block = inhibitors of human TLR9-MyD88 binding; actives 0.21% (n = 340,000); AID 504734; inhibition, % at 4.98 µM; CHO BLA complementation TLR9-MyD88, CCF4 FRET ratio;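 active means inhibition above the mean over all tested compounds plus 3 SD, cut at about 21% in these data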;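 further: 0% = DMSO only wells and 100% = clavulanate BLA inhibitor control wells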
NCOA3 inh = inhibits human SRC3 coactivator; Q9Y6Q9; HEK293 GAL4-SRC3 luciferase reporter, luminescence; inhibition, % at 3.6 µM; actives 0.17% (n = 360,000); AID 588352;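 active means inhibition above a per-campaign cutoff, the mean of all compounds plus 3 SD, cut at about 60% in these data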;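 further: 0% = DMSO-treated cells and 100% = gossypol-treated cells at 36 µM; higher means less SRC3-driven luciferase light from the GAL4 reporter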
C8 TRAIL sens = sensitizes caspase-8 expressing cells to TRAIL. NB7+C8 cells + TRAIL, ATPlite viability luminescence. actives 1% (n = 360,000). inhibition (viability loss, TRAIL sensitization), % at 10 µM. AID 624354;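 active means compounds causing at least 50% loss of cell viability in the single-dose screen, relative to plate controls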
SRC2 inh = inhibits human steroid receptor coactivator 2 | HEK293 GAL4-SRC2 luciferase reporter, luminescence | inhibition, % at 9 µM | actives 0.17% (n = 370,000) | AID 651957;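 active means inhibition above the mean inhibition of all tested compounds plus 3 SD, set per campaign, cut at about 52% in these data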;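 further: 0% = DMSO treated cells and 100% = cells given Gossypol at 36 µM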
Vif inh = HIV Vif inhibition. actives 0.35% (n = 340,000). HEK293T cells, Vif self-association by quenched fluorescence, imaging, 24 h. AID 602346. inhibition, % at 7.49 µM; in the data active means inhibition above about 50%, passing the limit was not always enough; further: some results filed as inactive read as strong as hits
* hit, by the source's call; x = not tested or not shown. A portion of the library. The share of hits here may be higher or lower than overall.

SMILES | NCOA1 inh | LRH-1 inv ag | EBV LMP1 NFkB | TROY NFkB inh | COUP-TFII inh | NOD2-RIPK2 inh | TLR9-MyD88 block | NCOA3 inh | C8 TRAIL sens | SRC2 inh | Vif inh
COc1ccc(C2=Nn3c([n+](C)c4ccccc43)SC2)cc1 | 37.5 | 67.1 | 18.4 | 5.4 | 73.1* | -8.2 | -12.2 | 54.3 | 27.5 | -31.3 | -3.4
COc1ccc2nc(NC(=O)C3CCCN3S(=O)(=O)c3ccc(C)cc3)sc2c1 (centres undefined) | 1.4 | -27.0 | -9.1 | 4.5 | -28.0 | 10.4 | -3.2 | 9.4 | -1.8 | -2.3 | 6.4
CSCCC(NS(=O)(=O)c1cc(C(=O)O)ccc1Cl)C(=O)O (centres undefined) | -3.1 | 6.5 | 2.5 | -7.4 | 0.4 | -15.7 | 1.5 | -5.3 | -3.0 | -7.2 | -3.6
COc1cccc(OCC(=O)NC2CCCCC2)c1 | 3.6 | -24.4 | -23.6 | -15.6 | 5.6 | -7.2 | 6.4 | -17.2 | -3.1 | 2.1 | 1.9
COC(=O)CCC(=O)OC1(C)C(=O)C=C2C=C(C3CC3)N(C3CC3)C=C2C1=O (centres undefined) | 8.5 | 10.9 | 4.9 | 0.5 | -16.3 | -10.6 | -7.2 | 26.2 | -24.5 | -0.4 | -2.6
CC(C)(C)OC(=O)N1CCCN(C(=O)Nc2ccc(C(F)(F)F)cc2)CC1 | -2.8 | -0.2 | x | -20.4 | 27.4 | -11.2 | x | 7.3 | -23.6 | -17.2 | 1.3
O=C1OC(c2ccccc2)Sc2ccccc21 (centres undefined) | -1.5 | 1.7 | 9.4 | -17.9 | -8.1 | -6.9 | -3.2 | -16.7 | -7.9 | 12.2 | 0.0
CSc1cccc(CN2CCCC(CNC(=O)c3ccc(F)cc3)C2)c1 (centres undefined) | 3.3 | 0.1 | 4.0 | 10.0 | 12.2 | -7.0 | -5.8 | 15.7 | 9.3 | 12.0 | -0.9
O=C(c1nn(-c2ccccc2)c(=O)c2ccccc12)N1CCN(c2ncccn2)CC1 | -12.2 | 4.6 | -1.4 | -4.6 | -1.4 | 8.0 | 3.4 | 13.4 | -2.1 | -16.5 | -4.2
CCCCCn1c(SCC(=O)OCC)nc2cc(C(=O)N3CCC(C(N)=O)CC3)ccc2c1=O | -14.9 | -3.5 | -2.5 | -0.6 | 12.6 | -3.7 | -6.1 | -2.5 | -6.3 | 11.7 | 5.6
Cc1cc(OC(C)C(=O)NC(Cc2c[nH]c3ccc(O)cc23)C(=O)O)c2c(C)cc(=O)oc2c1 (centres undefined) | -16.3 | 2.9 | -0.1 | 16.7 | -1.3 | -9.3 | 5.5 | -0.8 | 5.9 | -38.4 | 7.1
COc1ccccc1-c1nnc(SCC(=O)Nc2oc(C)c3c(C)n[nH]c(=O)c23)n1C | -72.9 | -19.5 | 4.7 | 2.0 | -3.1 | 0.5 | -2.8 | -35.5 | 20.4 | 8.2 | x
N#Cc1cc(NC(=O)c2ccc(Cl)cc2)ccc1Sc1ccccc1 | -5.2 | -17.1 | x | 50.4* | 17.1 | 1.9 | x | -15.9 | 28.7 | 7.2 | -19.8
O=C(O)CN1c2cccc3cccc(c23)S1(=O)=O | -13.2 | -7.2 | -1.0 | 18.0 | 5.6 | -13.3 | 5.9 | -17.5 | -7.9 | -12.2 | -7.6
COc1cccc(OCc2nnc(SCC(=O)NCc3ccco3)n2C)c1 | -7.2 | -2.5 | -2.2 | -3.4 | 15.8 | -1.8 | -4.5 | 9.6 | -13.7 | 5.0 | -1.0
O=C(O)COc1ccc(/C=C/C(=O)c2ccc3ccccc3c2)cc1 | -14.4 | -30.5 | 1.3 | -60.1 | x | -5.8 | -0.3 | -11.9 | 31.5 | x | 0.3
CCOC(=O)c1ccc(NC(=O)C(=O)NCC2CCCO2)cc1 (centres undefined) | -5.2 | -11.6 | -6.7 | -24.4 | 0.9 | -15.8 | -5.3 | -13.1 | -0.4 | -12.9 | 8.9
Cc1c(/C=C/C(=O)c2cccs2)cnn1C | -98.5 | -13.8 | -28.2 | -27.6 | -20.9 | -5.4 | -10.3 | -20.2 | 9.1 | -31.1 | -0.9
Cc1nc(-c2nnc(SCC(=O)Nc3cc(C(F)(F)F)cc(C(F)(F)F)c3)n2C)cs1 | -11.6 | -6.0 | 4.3 | 15.3 | 19.0 | -6.8 | 0.5 | 15.9 | -1.4 | -13.2 | -5.7
CCCNC(=O)Cn1cnc2sc(C(=O)NCCCN3CCOCC3)c(C)c2c1=O | 5.6 | -9.1 | -0.8 | -4.9 | -5.4 | 6.0 | -16.3 | -4.5 | 6.4 | -21.5 | -1.4
CCN(CC)CCN(C(=O)c1c(F)cccc1F)c1nc2cc(C)cc(C)c2s1 | -7.2 | -2.7 | -4.0 | 9.4 | 7.1 | 7.6 | 1.8 | 17.4 | -7.8 | -5.6 | -14.2
COCCNC(=O)CN1CCN(Cc2cccc(Cl)c2)C1=O | 3.3 | -9.6 | -8.6 | 12.8 | -25.7 | 6.7 | 1.2 | -23.1 | -7.5 | -15.6 | -1.4
CCOc1ccc(S(=O)(=O)Nc2cccc(C(=O)N3CCN(c4ccccn4)CC3)c2)cc1 | 3.9 | -16.1 | -15.0 | 14.8 | 6.6 | 8.3 | 2.9 | 0.9 | 6.5 | 3.5 | -0.1
CC(C)c1cc(NCc2ccccn2)n2c(nc3ccccc32)c1C#N | 4.7 | 23.3 | 5.4 | -16.2 | 4.2 | -9.7 | -2.9 | 15.1 | -6.1 | -19.4 | -2.0
N#Cc1nc(-c2ccccc2F)oc1N1CCN(C(=O)c2ccco2)CC1 | 0.2 | 0.7 | 1.7 | 3.5 | -3.9 | -7.2 | -5.1 | 5.5 | -24.1 | 4.9 | 8.5
COc1ccc(NC(=O)CN2CCN(C3c4ccccc4-c4ccccc43)CC2)c(OC)c1 | -26.0 | -3.5 | 7.2 | -2.4 | -14.8 | -8.1 | -5.7 | 9.8 | -3.3 | 5.1 | -4.6
COc1ccc(-n2c(SC(CN3CCCCC3)CN3CCCC3=O)nc3ccccc3c2=O)cc1 (centres undefined) | 6.2 | 17.1 | -1.2 | -15.4 | 1.1 | 5.7 | -1.7 | 9.2 | -5.2 | 1.3 | 13.5
COc1ccccc1-c1nc(-c2ccc(Br)o2)no1 | -116.6 | -122.7 | -54.7 | -32.7 | -86.7 | -6.4 | 3.3 | -105.2 | 15.2 | -70.1 | -12.3
Cc1ccc(C(=O)N2CCN(c3ccc([N+](=O)[O-])c(NCc4cccnc4)c3)CC2)cc1 | 1.5 | 9.0 | 6.6 | 24.8 | 2.1 | -6.8 | -5.9 | 4.3 | 7.0 | 12.7 | -9.9
O=C(CCc1nnc(CCCCc2ccccc2)o1)NC(c1cccnc1)C(F)(F)F (centres undefined) | 1.2 | -7.6 | -16.1 | 7.8 | 7.1 | -3.5 | -13.2 | 18.4 | -1.3 | 9.0 | -1.4
CCN1CCN(S(=O)(=O)c2ccc(Cl)c(C(=O)N(C)Cc3ccc(Cl)cc3Cl)c2)CC1 | -5.6 | 28.7 | 13.5 | 2.9 | 5.1 | -6.2 | 6.1 | -16.9 | 12.6 | 4.1 | -14.4
COc1cc(Br)c(CCNC(=O)c2ccco2)cc1OC | 5.1 | 13.5 | 0.9 | -5.8 | 2.3 | -0.5 | -2.4 | 16.0 | -3.5 | -17.4 | 10.6
Nc1ccccc1S(=O)(=O)c1ccccc1N | -10.3 | 5.2 | -3.3 | -14.9 | 2.4 | -9.8 | -1.2 | 13.1 | -26.2 | -7.4 | -8.8
CCOC(=O)c1c(NC(=S)NCC2CCCO2)sc(C)c1C (centres undefined) | 6.1 | -18.1 | -3.0 | -22.3 | -18.2 | -23.9 | -1.7 | 12.9 | -1.2 | -22.5 | 12.7
N#CC1=C2N=C(N)c3ccccc3N2C2=C(C(=O)CCC2)C1c1ccc(Cl)cc1 (centres undefined) | -6.1 | 1.0 | -4.8 | -6.4 | -14.1 | -15.2 | -2.4 | 1.8 | 20.2 | -13.4 | -3.1
CC(=O)Nc1ccc2c(c1)C(=O)N(c1cccc(C)c1)C2=O | -12.4 | 16.1 | -10.0 | 12.1 | 2.5 | -4.6 | 7.3 | 23.4 | -22.4 | -9.1 | -8.8
COc1ccc(CNC(=O)c2cc(COc3c(F)cccc3F)on2)cc1OC | -8.3 | -2.7 | 14.6 | 14.6 | 7.5 | -7.2 | -5.7 | 10.0 | -0.5 | 13.3 | x
O=C(CCn1cnnn1)Nc1ccccc1 | -8.7 | 2.7 | -1.2 | -4.3 | 10.7 | 6.9 | -1.0 | 17.8 | -2.2 | -11.8 | -0.7
Cc1cc(Br)ccc1NC(=O)CCSc1ccccc1 | 0.9 | -63.9 | -0.7 | -32.8 | -9.3 | -11.6 | -9.5 | 12.3 | -4.4 | -23.1 | -2.5
Nc1ccccc1SC1CC(=O)N(c2ccc3c(c2)OCCO3)C1=O (centres undefined) | -68.0 | -78.8 | -13.3 | -27.1 | -25.1 | 0.7 | 1.7 | -67.5 | 0.6 | -51.0 | -4.7
CC1Sc2ccc(S(=O)(=O)CCC(=O)NC3CCCCCC3)cc2NC1=O (centres undefined) | 2.1 | -2.3 | 5.4 | -9.8 | 13.5 | -11.6 | 3.9 | 21.1 | 3.0 | 0.0 | -10.9
CCCCN1CC(COCc2ccccc2)Oc2cccc(Oc3ccc(C)cc3)c2S1(=O)=O (centres undefined) | -3.8 | 16.4 | 20.9 | -1.6 | 9.7 | -1.0 | 0.1 | 3.9 | 6.1 | 11.4 | 7.0
COc1cc(C(=O)NC2CC(C)(C)Cc3c2cnn3-c2ccccc2)cc(OC)c1OC (centres undefined) | -17.1 | 12.0 | 8.4 | 16.8 | -1.4 | -5.1 | 6.4 | -2.4 | 3.5 | 10.1 | -7.5
COc1cccc(-n2c(=O)c3ccccc3n3c(=S)[nH]nc23)c1 | 3.1 | -9.1 | 3.4 | 4.5 | 17.7 | 1.6 | -9.0 | 16.3 | -5.4 | 8.2 | 23.3
Cc1cccc(S(=O)(=O)NC(=O)C2(C)CCN2C(=O)Cc2ccc(Cl)cc2Cl)c1 (centres undefined) | -0.2 | 8.9 | x | -16.2 | -15.4 | -5.3 | x | 5.8 | -1.5 | 10.4 | x
O=c1[nH]c(C2CCN(S(=O)(=O)c3ccc4c(c3)OCCO4)CC2)nc2c1nnn2Cc1cccc(F)c1 | 1.3 | 0.0 | -11.2 | 15.0 | 11.8 | 0.9 | 6.3 | -13.9 | 6.1 | -2.4 | -1.6

Three entries already listed, sorted by the value under LRH-1 inv ag, high to low.
mol	LRH-1 inv ag
COc1cc(C(=O)NC2CC(C)(C)Cc3c2cnn3-c2ccccc2)cc(OC)c1OC (centres undefined)	12.0
O=c1[nH]c(C2CCN(S(=O)(=O)c3ccc4c(c3)OCCO4)CC2)nc2c1nnn2Cc1cccc(F)c1	0.0
CC1Sc2ccc(S(=O)(=O)CCC(=O)NC3CCCCCC3)cc2NC1=O (centres undefined)	-2.3
